Screening data: PubChem BioAssay, several laboratories
Mtb RmlCD inh = M. tuberculosis RmlC/RmlD inhibition; P9WH09+P9WH11; RmlC+RmlD coupled enzyme assay, percent inhibition; primary screen in compound mixtures; inhibition, % at 3.6 µM; actives 0.03% (n = 160,000); AID 1533; in the data active = inhibition mostly above about 34%, no sharp cut-off; note: some results filed as inactive read as strong as hits
Target sequence (P9WH09 whole entry, looked up): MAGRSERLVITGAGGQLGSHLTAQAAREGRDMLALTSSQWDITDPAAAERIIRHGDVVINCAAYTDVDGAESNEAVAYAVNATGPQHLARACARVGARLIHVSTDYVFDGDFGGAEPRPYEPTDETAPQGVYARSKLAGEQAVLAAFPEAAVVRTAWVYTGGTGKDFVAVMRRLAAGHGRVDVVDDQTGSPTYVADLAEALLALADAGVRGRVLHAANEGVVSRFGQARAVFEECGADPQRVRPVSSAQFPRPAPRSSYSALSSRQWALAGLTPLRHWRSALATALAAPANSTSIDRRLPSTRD
Target sequence (P9WH11 whole entry, looked up): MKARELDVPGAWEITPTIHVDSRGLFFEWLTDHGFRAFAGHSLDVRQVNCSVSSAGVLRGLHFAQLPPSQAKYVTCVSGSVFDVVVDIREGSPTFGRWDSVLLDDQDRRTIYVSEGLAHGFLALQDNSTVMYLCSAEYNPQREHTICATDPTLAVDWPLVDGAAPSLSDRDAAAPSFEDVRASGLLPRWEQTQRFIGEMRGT
GlmU inhibition = inhibition of mycobacterial GlmU enzyme – biochemical, glucosamine-1-phosphate acetyltransferase (AID 1376) | inhibition, %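 (tested at 30 µM in the primary screen)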, or IC50 in µM where a hit was titrated | M. tuberculosis GlmU acetyltransferase enzyme assay; higher % means a stronger effect | actives 0.25% (n = 220,000); in the data active = inhibition above about 13%;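 note: 0% = complete reaction with vehicle and 100% = reaction without substrate; strong numbers were not always called active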
The depositor's hits bear a star; · = not tested or not shown.

smiles | Mtb RmlCD inh | GlmU inhibition
COc1ccc(N2C(=O)C3CCCN3C2c2ccccc2OC)cc1 (stereo not given) | · | 3.5%
CC(=O)Nc1ccccc1C(=O)C(=O)Nc1ccc(C)c(C)c1 | 17 | -3.2%
COc1ccc(OC)c(NC(=O)CC2SC(=NCc3ccccc3)NC2=O)c1 (stereo not given) | -2 | -2.9%
CCC(=O)N1N=C(c2ccc(C)cc2)CC1c1ccco1 (stereo not given) | -3 | -3.7%
Cc1cc(NCCCn2ccnc2)n2c(nc3ccccc32)c1C#N | -4 | 8.7%
COc1cccc(C2C3=C(N=C4SCC(=O)N42)c2ccccc2CC3)c1OC (stereo not given) | 6 | 1.6%
CC(=O)NC1(c2nnnn2CCOC(=O)Nc2ccc(Cl)cc2)CCCCC1 | 5 | 5.6%
COC(=O)c1ccc(C(=O)OC)c(NC(=O)CSc2ccccn2)c1 | 8 | -2.7%
CCC(C)NC(=O)c1c(N)n(Cc2ccc3c(c2)OCO3)c2nc3ccccc3nc12 (stereo not given) | 6 | -3.2%
Cn1c2c(c(=O)n(C)c1=O)C1c3cc(Cl)ccc3OCC1CO2 (stereo not given) | · | 0.0%
CC(=O)[C@@H]1[C@@H](C)N(Cc2ccccc2)C(=O)N[C@H]1c1ccccc1 | · | -1.0%
COc1ccc2ccccc2c1CN1CCN(C)CC1 | · | -0.2%
Cc1ccc(S(=O)(=O)N2CCC(C(=O)OC(C)C(=O)NCc3ccc4c(c3)OCO4)CC2)cc1 (stereo not given) | · | 0.0%
COc1cccc(C(=O)N(Cc2ccccc2)Cc2cc3cc4c(cc3[nH]c2=O)OCCO4)c1 | -4 | 0.0%
O=C(c1ccc(=O)[nH]c1)N(Cc1cccs1)C1(C(=O)NC2CCCC2)CCCCC1 | · | -7.8%
C=CCNC(=S)NNC(=O)c1ccc(C)c(Cl)c1 | -9 | -1.8%
Cc1nc2sc3c(c2c(=O)o1)CC(C)(C)OC3 | · | -1.6%
CC1(C)Oc2cc(N)c([N+](=O)[O-])cc2O1 | -2 | -4.2%
Cc1cc(NC(=O)c2ccccc2Cl)c(C(C)C)cc1O | · | -3.8%
Nc1nc2ccc(C(=O)NC3CCCCC3)cc2s1 | -5 | 0.6%
Cc1nn(Cc2ccc(Cl)cc2)c(C)c1NC(=O)CCCn1nc(C)c([N+](=O)[O-])c1C | 3 | 0.5%
Cc1c(Nc2ncnc3c2cnn3-c2ccccc2)c(=O)n(-c2ccccc2)n1C | 2 | 2.9%
CCN(CC)CC(C)(C)COC(=O)c1oc2ccccc2c1C | -11 | 1.0%
Cc1ccc(S(=O)(=O)CCC(=O)Nc2nc3c(s2)CCCC3)cc1 | · | 1.0%
COc1ccc(S(=O)(=O)NC2CC2)cc1-n1cnnn1 | 5 | -4.9%
COc1cc(SC)ccc1C(=O)Nc1ccc(S(=O)(=O)N2CCCC2)cc1 | 39 | 6.9%
COc1ccc(N2C(=O)C(Cl)=C(N(CCO)Cc3ccccc3)C2=O)cc1 | 7 | 1.3%
CCCCNC(=O)COC(=O)c1ccc(F)cc1Cl | 8 | 2.2%
Cc1ccc(C)c(S(=O)(=O)Nc2ccc3sc(C)nc3c2)c1 | · | 5.0%
Oc1ccc2ccccc2c1/C=N/Nc1nnc(-c2ncc[nH]2)c2ccccc12 | -9 | -1.9%
COc1ccc(-n2c(C)cc(C(=O)COc3ccc(C)nc3[N+](=O)[O-])c2C)cc1 | 4 | -0.3%
O=c1cc(CSc2nnc(Nc3ccccc3)s2)nc2sccn12 | 1 | 0.0%
Cn1c(=O)cc(OCCCC(=O)N2CCN(c3ccccn3)CC2)c2ccccc21 | · | 1.1%
O=C1C=C(Nc2ccc(O)cc2)CC(c2ccco2)C1 (stereo not given) | · | 8.7%
N#Cc1c(-c2ccc(F)cc2)nc2n(c1=O)CCS2 | 11 | 0.1%
COc1ccccc1C(=O)N/C(=C/c1ccccc1)C(=O)Nc1ccc(C(=O)O)cc1 | 6 | -4.8%
Cc1ccc(C(=O)N(CCCN(C)C)c2nc3ccc(Cl)cc3s2)cc1C | 10 | -6.7%
CCOC(=O)Cc1c(C)c2c(C)nn(-c3ccccc3)c2oc1=O | · | 1.0%
O=C(N=c1ccn(-c2nc3ccccc3nc2NS(=O)(=O)c2ccc(Cl)cc2)cc1)c1cccs1 | 15 | 5.1%
O=C(N/N=C/c1cccs1)c1cccc(NC(=O)c2ccccc2Cl)c1 | -12 | 3.8%
S=C(Nc1ccccc1)N1CCCN1c1ccccc1 | 5 | 1.3%
Cc1nc(NCCN2CCOCC2)c2oc3ccccc3c2n1 | -13 | -1.4%
O=C(Nc1ccc(Cl)cc1)Nc1nnc(CSCc2ccc(Cl)cc2)s1 | 17 | -4.9%
COc1cc(/C=N/NC(=O)CNC(=O)c2ccco2)ccc1O | 5 | 1.8%
O=C(CSc1nnc(-c2cccnc2)s1)Nc1ccnc2ccccc12 | -7 | 4.0%
Cc1ccc(-n2nc3cc(Cl)c(NC(=O)c4ccco4)cc3n2)cc1 | -10 | -2.7%
O=C1c2cccc3cccc(c23)C(=O)N1OS(=O)(=O)c1ccc(Cl)cc1 | -32 | 3.3%
Cc1sc2nc(COC(=O)c3c(F)cccc3F)[nH]c(=O)c2c1C | -18 | -2.1%
Nc1nnc(CSCc2ccccc2)s1 | 9 | -4.2%
NS(=O)(=O)c1cc2c(cc1Cl)NC(C(Cl)Cl)NS2(=O)=O (stereo not given) | · | 3.7%

The list continues:
smiles | Mtb RmlCD inh | GlmU inhibition
C=CCOc1ccc(/C=C/C(C)=N\O)cc1 | -8 | -1.7%
Cc1ccc(NC2=CC(=O)C(=O)c3ccccc32)cc1 | · | -1.5%
O=C(CSCc1c(Cl)cccc1Cl)NCc1cccnc1 | 12 | 3.9%
CCOC(=O)C1C(=O)N(C(=O)c2cncc(Br)c2)CC1c1ccccc1 (stereo not given) | 34 | 0.9%
Cc1nc2ccccc2n1Cc1n[nH]c(=S)n1-c1ccc(Cl)cc1 | · | -0.5%
O=S(=O)(O)c1nnc2sc3ccccc3n12 | -11 | 5.0%
COc1ccc(NC(=O)COC(=O)c2ccncc2)c(OC)c1 | -9 | 5.1%
Cc1cc(C(=O)Nc2ccccc2C#N)n(-c2ccccc2)n1 | 10 | 3.4%
Nc1ccc(Oc2ccc(Br)cc2)cc1 | · | -1.5%
Cc1ccc(C(=O)Nc2ccc(SC(F)F)cc2)s1 | -7 | 4.0%
CCNC(=S)NNc1nc(N2CCOCC2)nc(N2CCOCC2)n1 | 5 | -2.0%
c1ccc(Sc2ncccn2)nc1 | -6 | 2.9%
CCN1CCCC1CNC(=O)c1cn(CC)c2ccc(S(=O)(=O)N3CCCCCC3)cc2c1=O (stereo not given) | 15 | ·
Cc1cc(C)c(C)c(S(=O)(=O)N2CCN(C(=O)c3cc(=O)[nH]c4ccccc34)CC2)c1C | · | 3.6%
COP1(=O)C[C@@H](O)[C@@H](O)[C@@H](COCc2ccccc2)O1 (stereo not given in full) | · | -6.1%
O=C(N[C@@H](c1ccccc1)[C@@H]1C[C@H]1C(=O)O)OCc1ccccc1 | · | -1.1%
CN(CC(=O)NCc1ccccn1)S(=O)(=O)c1ccc(F)cc1 | · | 2.4%
CCC(=O)Nc1nc2c(s1)COc1ccccc1-2 | 3 | -4.2%
CN1/C(=C\P(=O)(N(C)C)N(C)C)C(C)(C)c2ccccc21 | 10 | -0.9%
O=C(NCc1ccccc1)c1cnc(-c2ccccn2)nc1C(F)(F)F | 1 | 6.3%
O=C(O)c1ccccc1SCc1ccc2c(c1)OCO2 | · | 2.9%
COCc1cc(Sc2ccc(Cl)cc2)nc(-c2ccccc2)n1 | 102 | 5.0%
O=C1NC(NS(=O)(=O)c2ccc(Cl)cc2)(C(F)(F)F)C(=O)N1CCc1ccccc1 (stereo not given) | · | 1.9%
COC(=O)C1=C(C)Nc2ncnn2C1c1ccc(OC(=O)c2ccccc2)cc1 (stereo not given) | -7 | -3.8%
C=CCC(NCCCO)c1cccc(OC)c1OC (stereo not given) | 15 | 0.9%

Record cards, as listed above. Values in the order: Mtb RmlCD inh | GlmU inhibition
CC(=O)Nc1ccccc1C(=O)C(=O)Nc1ccc(C)c(C)c1 across the screens: 17 | -3.2%
Cc1ccc(C(=O)N(CCCN(C)C)c2nc3ccc(Cl)cc3s2)cc1C across the screens: 10 | -6.7%
CCC(=O)N1N=C(c2ccc(C)cc2)CC1c1ccco1 (stereo not given) across the screens: -3 | -3.7%
CC(=O)NC1(c2nnnn2CCOC(=O)Nc2ccc(Cl)cc2)CCCCC1 across the screens: 5 | 5.6%
N#Cc1c(-c2ccc(F)cc2)nc2n(c1=O)CCS2 across the screens: 11 | 0.1%

The results go on.
smiles | Mtb RmlCD inh | GlmU inhibition
Cc1nc2ncnn2c(C)c1CCC(=O)N1CCOCC1 | · | -1.0%
NC(=S)N/N=C1/CCSc2ccc3ccccc3c21 | 22 | -2.1%
O=C(Nc1ccc2nn(-c3ccccc3)nc2c1)c1ccco1 | · | 2.1%
C=CCc1ccccc1OCC(=O)N/N=C/c1ccc(OC(C)=O)cc1OC(C)=O | · | -1.5%
CC(C)C(=O)O/N=C(\N)c1ccccn1 | · | -1.5%
Cc1cc(C)n(CC(O)Cn2c3ccc(Cl)cc3c3cc(Cl)ccc32)c(=O)n1 (stereo not given) | · | 2.1%
CCOc1ccc(OCc2cccc(C(=O)O)c2)cc1 | -8 | 1.1%
CN(C)Cc1c(O)ccc2occ(C(O)c3ccccc3)c12 (stereo not given) | · | -0.8%
Cc1ccccc1NC(=O)Nc1ccccc1C(N)=O | 5 | -1.5%
CCCSc1nnc2nc3c(nn12)c1ccccc1n3C | -11 | -6.3%
CSC1=NCCN1C(=O)c1ccco1 | · | 9.6%
Cc1ccn2c(C=O)c(-c3ccc(F)cc3)c(C=O)c2c1 | · | -3.8%
Cc1nc(C(C)N(C)Cc2nc(-c3ccc4c(c3)OCO4)no2)c(C)s1 (stereo not given) | · | -2.8%
CNC(=S)N/N=C/c1cn(Cc2ccc(F)cc2)c2ccccc12 | 9 | -2.7%
O=C(COc1ccccc1C(=O)O)Nc1nc2ccc([N+](=O)[O-])cc2s1 | 14 | 6.6%
COCC(O)CSc1c([N+](=O)[O-])nc(C)n1Cc1ccc(OC)c([N+](=O)[O-])c1 (stereo not given) | · | -1.1%
COc1ccc(/C=C/C(=O)Nc2ccc3nc4n(c(=O)c3c2)CCCC4)cc1 | -8 | -0.8%
CCC(=O)N1CCC2(CC1)Oc1ccc(F)cc1C(=O)C21CC(c2ccccc2)=NO1 (stereo not given) | 7 | 7.3%
O=C(c1ccc(CS(=O)(=O)Cc2ccc(Cl)cc2)o1)N1CCCC1 | 6 | 3.2%
Cc1cc(C)c2c(N)c(C(=O)NN3CC(=O)N(c4ccccc4F)CC3=O)sc2n1 | 31 | 1.6%
CCC(CC)NC(=O)Cc1ccc(F)cc1 | 2 | -5.2%
CC(C)n1c(SCc2cc(=O)[nH]c3ccccc23)nc2c1c(=O)n(C)c(=O)n2C | · | -2.6%
CCOC(=O)c1sc2nc[nH]c(=O)c2c1C | 5 | -1.2%
O=C(Nc1cccnc1)C1=NN(C2CCS(=O)(=O)C2)C(=O)CC1 (stereo not given) | 9 | -6.5%
Cc1ccc(CN2C(=O)CCC2C(=O)NCCN2CCN(c3cccc(Cl)c3)CC2)cc1 (stereo not given) | -10 | -4.2%
CN(CCc1ccccn1)C(=O)c1ccc(OC(F)(F)F)cc1 | -12 | 7.9%
COc1ccccc1Nc1ncc(C(C)=O)c(C)n1 | -61 | -2.5%
CCOC(=O)CC(NC(=O)CCc1c(C)nc2ncnn2c1C)c1ccc(OC(C)C)cc1 (stereo not given) | -3 | -5.3%
O=C(COC(=O)c1ccccc1Oc1ccccc1)NC1CC1 | 16 | -3.3%
COc1cccc(Nc2nc(-c3sc(N)nc3C)cs2)c1 | 10 | -3.6%
COc1ccc(Cc2nnc(N/N=C/c3ccc(Br)cc3)[nH]c2=O)cc1OC | 11 | 3.6%
CCN(c1ccccc1)S(=O)(=O)c1ccc(NC(=O)C(C)(C)C)cc1 | 23 | 0.3%
CC(C)(C)C(=O)c1cn(CC(=O)NCc2ccc3c(c2)OCO3)c2ccccc12 | -9 | -3.6%
COc1ccc(C)cc1NC(=O)C1C2C=CC(C2)C1C(=O)O (stereo not given) | 1 | -4.4%
O=C(NC(=S)Nc1ccccc1Cl)c1cncc(C#Cc2ccccc2)c1 | 9 | 1.5%
CCCC1=C(C(=O)OCC)C(c2ccco2)n2ncnc2N1 (stereo not given) | -4 | 4.5%
CCOc1ccccc1CN1CCN(Cc2nc3ccccc3s2)CC1CCO (stereo not given) | 9 | 3.3%
COc1ccc(-c2[nH]ncc2CN2CCC(OCc3ccccn3)CC2)c(F)c1 | 11 | 3.5%
CCOC(=O)c1ccc(CNS(=O)(=O)c2c(C)ccc3nsnc23)o1 | · | 3.9%
O=C(CSc1ncnc2c1nnn2Cc1ccccc1)NC1CCCC1 | 18 | 0.9%
N#C/C(=C/c1ccc(Oc2ccc([N+](=O)[O-])cn2)cc1)C(=O)N1CCOCC1 | -14 | -3.4%
CCN1CCN(C(=O)c2ccc3c(c2)N(Cc2ccc(F)cc2)C(=O)c2ccccc2S3=O)CC1 (stereo not given) | -6 | 7.3%
Cc1ccc(C(=O)CCNc2cccc(Br)c2)o1 | 14 | 0.2%
Cc1cc(Nc2ccc3c(c2)OCCO3)n2ncnc2n1 | · | -2.0%
Cc1ccc(S(=O)(=O)N2CCN(C(=S)NCCc3ccccc3)CC2)cc1 | 5 | 9.3%
Cn1c(SCC(=O)NCc2cccs2)nnc1-c1ccco1 | 5 | 6.2%

A few values from the entries so far:
Mtb RmlCD inh result of `CCCC1=C(C(=O)OCC)C(c2ccco2)n2ncnc2N1` (stereo not given) → -4
Mtb RmlCD inh result of `COc1ccccc1Nc1ncc(C(C)=O)c(C)n1` → -61

Some of the compounds tested (hit frequency here may not be typical).
